hIAP activ = human IAP activation; P09923; purified human IAP, CDP-Star luminescence, 30 min; stronger effect = higher value; 1 = vehicle-only enzyme, 0 = enzyme-free background; activation factor at 10 µM; hit rate 0.16% among 330,000;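 active = activation factor of the enzyme at least 2-fold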; note: the source names both 10 and 20 µM as test concentration; values of inactives mirror those of a sister screen read the other way
Target sequence (P09923 whole entry, looked up): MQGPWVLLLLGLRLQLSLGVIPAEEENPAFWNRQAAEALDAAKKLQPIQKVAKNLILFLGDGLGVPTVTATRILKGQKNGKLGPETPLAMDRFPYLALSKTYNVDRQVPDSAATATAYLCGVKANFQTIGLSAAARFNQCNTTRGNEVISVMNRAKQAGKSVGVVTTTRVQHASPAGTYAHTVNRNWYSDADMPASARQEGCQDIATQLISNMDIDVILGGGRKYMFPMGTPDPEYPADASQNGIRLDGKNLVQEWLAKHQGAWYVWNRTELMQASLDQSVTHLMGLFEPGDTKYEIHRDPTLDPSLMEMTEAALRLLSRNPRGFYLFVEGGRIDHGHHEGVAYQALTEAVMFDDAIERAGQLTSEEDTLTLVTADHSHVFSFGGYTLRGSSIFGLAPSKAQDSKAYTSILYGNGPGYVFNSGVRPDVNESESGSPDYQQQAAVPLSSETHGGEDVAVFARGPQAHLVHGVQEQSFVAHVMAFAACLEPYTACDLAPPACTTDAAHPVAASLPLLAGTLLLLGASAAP
SENP8 inh = blocks human SENP8 cleavage of Nedd8 substrate; recombinant SENP8, Nedd8 substrate fluorescence; inhibition, % at 20 µM; Q96LD8; AID 602440; hit rate 0.64% among 360,000; in the data active = inhibition mostly above about 40%, no sharp cut-off; inactive = mostly below about 27%
GRIN3A LBD mod = modulators (binders) of human NR3A ligand-binding domain. NR3A LBD differential scanning fluorimetry, Tm shift; 0% = protein alone, 100% = glycine-bound protein. hit rate 2.5% among 340,000. Tm shift relative to glycine control, % at 25 µM;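 active = melting temperature shift of at least 10% of the positive control shift, at one fixed dose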
PfGluPho inh = PfG6PD (Plasmodium falciparum) enzyme inhibition. hit rate 0.78% among 350,000. PfGluPho enzyme, NADPH resazurin-diaphorase fluorescence. inhibition, % at 20 µM;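 active = inhibition reaching at least a set limit at 20 µM in the primary screen, cut at about 59% in these data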;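 note: 0% = DMSO wells with substrate and 100% = DMSO wells lacking glucose-6-phosphate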
MPTP inh = blocks calcium-induced mitochondrial swelling; AID 602449; isolated mouse mitochondria, Ca2+ swelling absorbance, 30 min; inhibition, % at 10 µM; hit rate 1.4% among 360,000;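 active = inhibition of 50% or more, scaled per plate between neutral and stimulator controls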;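 note: 0% = DMSO wells given calcium and 100% = 1 mM EGTA wells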
SENP1 FRET inh = blocks the human SENP1 SUMO protease catalytic domain | Q9P0U3 | recombinant SENP1 catalytic domain, CyPet-SUMO1-YPet FRET cleavage | inhibition, % at 10 µM | hit rate 0.21% among 360,000 | AID 624204;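 active = inhibition at least 30% at 10 µM, raw YFP signal under a set limit, fluorescence ratio 0.5 to 1.5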;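 note: 0% = enzyme with DMSO and 100% = no enzyme wells; some results filed as inactive read as strong as hits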
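Assay system: hSENP1 catalytic domain, recombinant. Amount: SENP1 enzyme, 20 pM final. Schedule: 50 min reaction, RT, dark. Technique: FRET, CFP and YFP emission. Control set: no-enzyme wells low, DMSO-plus-enzyme wells high control.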
SENP6 inh = inhibitors of human SENP6 protease; AID 2599; Recombinant SENP6 catalytic domain, aminoluciferin luminescence; Q9GZR1; hit rate 1.8% among 330,000; inhibition, % at 10 µM;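 active = inhibition above about 50% at the single tested dose, limit read from the data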;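 note: plate controls were DMSO wells with enzyme for no effect and DMSO wells lacking enzyme for full effect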
ATG4B inh = blocks human ATG4B protease cleavage of LC3 substrate; ATG4B cleavage of LC3-PLA2, NBD-HPC fluorescence, 1 h; inhibition, % at 8.33 µM; hit rate 0.51% among 340,000; Q9Y4P1; in the data active = inhibition above about 40%
Target sequence (Q9Y4P1 whole entry, looked up): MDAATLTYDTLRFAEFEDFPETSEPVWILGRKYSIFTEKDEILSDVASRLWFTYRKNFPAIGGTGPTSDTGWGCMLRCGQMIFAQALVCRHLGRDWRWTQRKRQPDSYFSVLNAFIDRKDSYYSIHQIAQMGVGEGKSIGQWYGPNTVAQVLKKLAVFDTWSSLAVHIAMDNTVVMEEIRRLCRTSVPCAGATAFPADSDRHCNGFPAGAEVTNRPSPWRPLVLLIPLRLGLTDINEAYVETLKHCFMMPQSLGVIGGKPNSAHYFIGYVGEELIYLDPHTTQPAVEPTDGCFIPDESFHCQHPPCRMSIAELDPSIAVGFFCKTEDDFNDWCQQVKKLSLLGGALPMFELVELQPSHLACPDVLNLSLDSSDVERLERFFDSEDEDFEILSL
Numbers without * were called inactive; . = not tested or not shown.

No.	SMILES	GRIN3A LBD mod	ATG4B inh	SENP1 FRET inh	SENP8 inh	SENP6 inh	hIAP activ	MPTP inh	PfGluPho inh
1	CCOc1ccc(/C(O)=C2/C(=O)C(=O)N(CCCN3CCOCC3)C2c2ccc(F)cc2)cc1C (stereo not drawn)	-2	1	-4	-17	-12	1.1	-0.3	-22
2	Cc1ccc(C(=O)NNC(=O)CSc2nnc(-c3ccccc3)n2Cc2ccccc2)cc1	-6	-3	2	30	-6	1.2	1.3	-8
3	C=CCOC(=O)c1ccc(-n2cncn2)nc1	1	0	2	15	2	1.1	-0.7	-21
4	COc1ccc(-c2nnc3sc(CN4C(=O)c5ccccc5C4=O)nn23)cc1	-1	-6	3	20	-10	1.1	0.3	8
5	COc1cc2[nH]c(-c3ccc(C)cc3)cc(=O)c2cc1OC	0	1	1	-500	-18	0.91	-0.7	-6
6	O=c1[nH]c2c(c(=O)n1Cc1ccccc1)CCC2	0	-11	2	8	-29	1	-0.7	-8
7	CCOc1ccc(-c2noc(CCC(=O)NC3CCCCC3)n2)cc1OC	1	-11	0	6	-3	1.1	0.7	-4
8	CCC(=O)Nc1ccc(C(=O)CSc2nnc(-c3ccc(O)cc3)n2CC2CCCO2)cc1 (stereo not drawn)	-1	-7	1	14	-9	1	-0.7	31
9	CCCCn1c(N)c(N(CCC(C)C)C(=O)COC(=O)c2ccc(CC)cc2)c(=O)[nH]c1=O	-1	1	-5	7	-17	1.4	-0.5	-14
10	O=C(c1ccc(Cl)c(Cl)c1)N(Cc1ccco1)c1ccc(O)cc1	-10	-1	-2	33	-4	1	0.4	-6
11	CCc1ccc(C(=O)c2oc3nc(C)cc(C)c3c2N)cc1	-6	-13	-113	-252	-11	1	1.6	35
12	Cn1c(=O)[nH]c(Nc2ccccc2)c([N+](=O)[O-])c1=O	1	4	3	14	-8	1	0.8	-11
13	COc1ccc(OC)c(Cc2nnc(CCC(=O)N3CCCCC3c3nccs3)o2)c1 (stereo not drawn)	0	0	3	13	0	1	-0.1	-5
14	O=C(CCC1CCCN(C(=O)c2ccc3c(c2)OCO3)C1)N1CCN(c2ccccn2)CC1 (stereo not drawn)	2	2	2	-19	-4	1	-0.2	-11
15	COc1ccccc1S(=O)(=O)Cc1ccc(C(=O)NCc2cccnc2)o1	0	5	-1	-3	6	1	-0.7	0
16	CCOCCn1c(=O)c2c(nc3n2CC(C)CN3CCc2ccccc2)n(C)c1=O (stereo not drawn)	-3	7	3	11	-2	1	-0.9	-5
17	C=CCSc1nnc2c(n1)OC(c1cccnc1)Nc1ccccc1-2 (stereo not drawn)	2	-2	6	5	-20	1.1	-0.7	3
18	C=CCn1c(NCc2cc(Cl)ccc2O)nc2ccccc21	-4	3	1	14	5	1.2	3.6	0
19	CC1(C)CC(=O)C(C(c2cccnc2)C2C(=O)CC(C)(C)CC2=O)C(=O)C1	-4	-1	0	4	14	1	0.7	-2
20	N#CC1(c2ccccc2)CCCN1C(=O)c1ccc(Br)o1 (stereo not drawn)	1	2	2	8	-13	1.2	-0.2	-3
21	O=C1CC(NC(=O)C(F)(F)F)=NN1c1ccccc1	-1	1	0	8	-5	0.95	-1.1	-9
22	CCOc1ccccc1CN1CCN(Cc2cc(=O)c3ccccc3[nH]2)CC1CCO (stereo not drawn)	1	0	-3	-3	-14	1.2	-0.5	-3
23	CN(Cc1ccc(F)cc1Cl)S(=O)(=O)c1cccs1	1	11	5	0	-23	1	-2.3	28
24	Cc1ccccc1-c1cc(C(=O)NCc2cccc(C(F)(F)F)c2)n(CC2CC(c3cccnc3)=NO2)n1 (stereo not drawn)	-11	8	0	11	-5	0.87	0.2	15
25	CCN(CC(=O)Nc1sc2c(c1C#N)CCCC2)CC(=O)NC1CCS(=O)(=O)C1 (stereo not drawn)	-1	3	2	4	-10	1.2	2.0	-17
26	COc1ccc(CNC(=O)Cn2ccc([N+](=O)[O-])n2)cc1OC	-1	9	2	9	7	1.1	0.2	-2
27	COc1ccc(C2c3ccc(O)cc3Oc3ncn(CCN4CCOCC4)c(=N)c32)cc1OC (stereo not drawn)	-2	-5	6	7	-2	1.1	5.1	-8
28	O=C(COC(=O)C1CC1)Nc1ccc(Cl)cc1Cl	2	0	0	14	-4	1	-1.2	-7
29	Cn1c(CCNC(=O)c2ccccc2F)nnc1SCc1nc2ccccc2c(=O)[nH]1	1	-12	0	10	-34	0.92	-1.4	-3
30	COc1ccc(C(=O)n2nnc3ccccc32)cc1Br	2	-5	3	10	-21	1.1	0.4	2
31	Cc1c(C)n(CCCN(C)C)c2ncnc(Nc3ccc(F)cc3)c12	-1	-11	-2	-301	-18	1.2	-0.5	-9
32	CCOC(=O)c1ccc(NC(=S)NCc2cccnc2)cc1	1	2	-1	14	-6	1.3	-1.9	13
33	Cc1cc(OCC(=O)NCc2cccnc2)c2c(C)cc(=O)oc2c1	0	7	1	-368	-12	1.2	-0.3	-8
34	COc1cc(/C=N/OCC(=O)Nc2ccc(OC(F)F)cc2)ccc1OCc1ccccc1	-6	-5	-90	-6	-3	0.97	-10	6
35	O=C(O)c1cccc(NC(=O)c2cc(NC(=O)c3ccccc3)cc(NC(=O)c3ccccc3)c2)c1	-7	-1	2	0	90*	1.1	-2.1	2
36	CCOC(=O)c1sc(NC(=O)COc2ccc3c(c2)OCO3)nc1C	1	2	2	9	-18	1	1.6	-3
37	COc1ccc(N(C)S(=O)(=O)c2cccc(C(=O)Nc3nc(C)cs3)c2)cc1	-1	1	-1	-8	-1	1.1	-0.5	13
38	CN1/C(=c2/s/c(=C3/C(=O)N(c4ccccc4)NC3=Nc3ccccc3)n(C)c2=O)C(C)(C)c2ccccc21	2	1	16	55*	1	0.65	-12	-13
39	CC(C)C(=O)NN1c2ccccc2CCc2ccccc21	1	-10	-2	20	-27	0.99	2.5	-1
40	CN1C2CCC1CC(NS(=O)(=O)c1cccc(C(F)(F)F)c1)C2 (stereo not drawn)	1	-6	2	5	-10	1.1	-0.8	6
41	COc1cccc(-c2nn3c(-c4ccccn4)nnc3s2)c1	-3	1	-2	13	3	1	3.5	0
42	COc1ccc(/C=N/OC(=O)Nc2ccc(Cl)cc2)c(OC)c1	10*	-9	4	23	-12	0.81	25	4
43	Cc1[nH]n(-c2ccccc2)c(=O)c1C=Nc1ccc(S(=O)(=O)N=C(N)N)cc1	0	11	3	35	-17	1.1	1.5	-4
44	CC(C)(C)C(=O)NC(=S)Nc1ccccc1C(=O)NC1CCCCC1	0	2	4	-66	23	1.1	0.4	-11
45	CCCCN(C(=O)c1cc(Cl)nc2ccccc12)c1c(N)n(CCC)c(=O)[nH]c1=O	.	.	3	19	.	.	-0.3	-6
46	C[C@@H]1CCC(=O)N(CC[C@H](Sc2ccc(Br)cc2)c2ccccc2)CC1	2	1	2	18	-10	0.95	-1.9	8
47	O=C(NC1CCCCC1)C(c1ccccc1)N1CCCC1 (stereo not drawn)	0	3	1	6	10	0.91	-0.9	0
48	O=C(COC(=O)c1ccc(S(=O)(=O)N2CCCC2)cc1)Nc1ccc(Cl)cc1	2	-3	1	4	-21	1	0.4	-6
49	O=C(NCc1nnc(SCC(=O)N2CCN(c3ccccc3)CC2)o1)c1c(F)cccc1F	1	-3	1	13	-6	1.2	-0.2	-7
50	C=C(C)COc1ccc(-c2nc(N)ncc2-c2ccc(Br)cc2)c(O)c1	12*	0	-3	9	-28	0.94	1.9	25

Ordered by formula weight (lowest first): 6 of the compounds above.
No.	SMILES	GRIN3A LBD mod	ATG4B inh	SENP1 FRET inh	SENP8 inh	SENP6 inh	hIAP activ	MPTP inh	PfGluPho inh
47	O=C(NC1CCCCC1)C(c1ccccc1)N1CCCC1 (stereo not drawn)	0	3	1	6	10	0.91	-0.9	0
28	O=C(COC(=O)C1CC1)Nc1ccc(Cl)cc1Cl	2	0	0	14	-4	1	-1.2	-7
36	CCOC(=O)c1sc(NC(=O)COc2ccc3c(c2)OCO3)nc1C	1	2	2	9	-18	1	1.6	-3
50	C=C(C)COc1ccc(-c2nc(N)ncc2-c2ccc(Br)cc2)c(O)c1	12*	0	-3	9	-28	0.94	1.9	25
29	Cn1c(CCNC(=O)c2ccccc2F)nnc1SCc1nc2ccccc2c(=O)[nH]1	1	-12	0	10	-34	0.92	-1.4	-3
49	O=C(NCc1nnc(SCC(=O)N2CCN(c3ccccc3)CC2)o1)c1c(F)cccc1F	1	-3	1	13	-6	1.2	-0.2	-7

(further entries)
No.	SMILES	GRIN3A LBD mod	ATG4B inh	SENP1 FRET inh	SENP8 inh	SENP6 inh	hIAP activ	MPTP inh	PfGluPho inh
51	COc1ccccc1NC(=O)CNC(=O)c1ccc([N+](=O)[O-])cc1	0	-8	2	23	-4	0.98	0.0	-15
52	Cc1cc(=O)oc(C)c1C(=O)N1CCN(C(c2ccccc2)c2ccccc2)CC1	0	4	-9	-4	18	0.94	-18	-8
53	NC(=O)c1c(NC(NC(=O)c2ccco2)C(=O)c2ccc(Cl)cc2)sc2c1CCCC2 (stereo not drawn)	-5	-19	-4	-20	-7	1	1.7	-9
54	Cc1nc2ccc(-c3nc4cc(N)ccc4o3)cc2[nH]1	-4	-8	-32	-276	46	0.99	-0.4	1
55	Cc1ccc(N2CCN(c3ncccc3[N+](=O)[O-])CC2)c(C)c1	1	10	1	26	-28	0.84	-1.1	-2
56	COc1cc(NC(=O)Cn2cnc3c(nc4n3CCCCC4)c2=O)cc(OC)c1OC	-1	2	1	11	2	0.95	-0.1	-11
57	CC1=C(C(=O)N2CCOCC2)C(c2ccc(C)cc2)NC(=S)N1 (stereo not drawn)	0	-8	2	21	-13	1.1	1.9	3
58	Cc1cccc(NC(=O)NCc2ccc3c(c2)cc(C)n3C)c1	-6	7	-6	6	10	0.78	2.5	0
59	CCOc1cc(NC(=S)NCCCOC)c(OCC)cc1NC(=O)c1cccs1	0	0	-4	11	2	0.95	-2.1	-7
60	COc1cccc2c1C(=O)c1c(O)c3c(c(O)c1C2=O)C[C@](O)(C(C)=O)C[C@H]3O[C@@H]1C[C@@H](N)[C@@H](O)[C@@H](C)O1	-4	-20	106	41*	13	0.91	3.4	-17
61	CN(CC(=O)Nc1cccc(S(=O)(=O)N2CCCC2)c1)CC(=O)Nc1ccc(Cl)c(C(F)(F)F)c1	8	-18	-1	11	-6	1.2	2.1	15
62	COc1cccc(NS(=O)(=O)c2ccc3c(c2)N(C(C)=O)CCS3)c1	-1	-2	1	7	9	0.78	0.4	1
63	Oc1ccc(Br)cc1/C=N/Nc1nc(N2CCCCC2)nc(N2CCOCC2)n1	-2	5	.	.	-7	1.2	.	8
64	CCC(c1nnnn1C(C)(C)CC)N(CCN1CCOCC1)Cc1cc2cc(C)ccc2[nH]c1=O (stereo not drawn)	-1	1	-11	-73	-15	0.95	0.4	-12
65	Cc1ccc(N=Nc2c(C)[nH]n(C(N)=S)c2=O)cc1C	-8	-5	4	57*	90*	1.1	2.2	-9
66	O=C(CSc1nc2ccccc2o1)Nc1nc2ccc(Br)cc2s1	1	-1	-12	-43	4	0.87	-1.2	-4
67	COc1cc(NC(=O)CSCC(=O)N(C)C2CCCCC2)cc(OC)c1	0	-17	0	10	5	0.84	0.6	3
68	CC(Oc1ccc(Cl)cc1)C(=O)OCC(=O)Nc1ncc(Cl)cc1Cl (stereo not drawn)	0	-6	5	12	-9	0.91	0.9	-14
69	CC(C)Oc1ccc(CCc2n[nH]c(=S)n2Cc2ccccc2)cc1	-29	-12	2	5	0	1.3	3.3	16
70	Cc1[nH]c2ccc(C(=O)N3CCCC3)cc2c1C	2	5	-1	8	-11	0.97	-0.1	-5
71	CN(CC(=O)Nc1cccc2ccccc12)C(=O)c1cccc(S(=O)(=O)N(C)C)c1	1	-1	3	19	-11	1.1	1.0	-15
72	Cc1cc(C)nc(SCC2COc3ccccc3O2)n1 (stereo not drawn)	0	-6	-2	9	-29	1.1	-1.2	-1
73	Cc1cc(C)cc(-n2c(=O)c3ccccc3n(CC(=O)NCC3CCCO3)c2=O)c1 (stereo not drawn)	-2	-1	1	-13	-9	1	1.5	0
